BAZ2B block – BAZ2B (human) inhibition; Q9UIF8; AlphaScreen BAZ2B-H3K14Ac peptide displacement; Potency, µM (series often up to 114 µM), for the others: at the top dose activity change, negative = inhibition, most hits filed as inhibitors; 360,000 tested, 4.4% active; AID 504333; also: % is scaled to controls: 0 for no effect and ±100 for the full control effect; nearly all actives have a fitted effect of over 60% in size
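Inhibition is scored as reduced AlphaScreen emission. The BAZ2B/b-H3(5-23)K14Ac complex (50 nM each) in PBS pH 7.4, 0.01% Tween-20 meets compound (up to 110 uM) for 30 min at RT before bead addition.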
Pol beta inh – DNA polymerase beta (human) inhibition; Potency, µM (doses to about 114 µM), for the others: at the top dose activity change, negative = inhibition, most hits filed as inhibitors; AID 485314; 340,000 tested, 1.3% active; P06746; Pol beta primer extension/strand displacement, fluorescence kinetic; also: % is scaled to controls: 0 for no effect and ±100 for the full control effect
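Reaction started by 50 nM substrate onto compound-treated Pol beta (10 nM, 15 min preincubation, room temperature); plates read at 0 min and 10 min. Normalized concentration-effect data fitted by four-parameter Hill equation.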
BLM helicase inh – blocks DNA unwinding by human BLM helicase; recombinant BLM DNA unwinding, fluorescence dequenching; Potency, µM (doses to about 56.1 µM), for inactives: at the highest dose activity change, negative = inhibition, usual class: inhibitors; 350,000 tested, 0.2% active; AID 2528;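 also: plate controls were vehicle for no effect and no enzyme for full effect; nearly all actives have a fitted effect of over 35% in size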
APEX1 inh – inhibitors of human APE1 endonuclease; P27695; recombinant APE1, TAMRA/BHQ-2 abasic DNA cleavage fluorescence; Potency, µM (top dose mostly 65.8 µM), for the others: at the top dose activity change, negative = inhibition, actives largely listed as inhibitors; 350,000 tested, 0.35% active; AID 2517;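 also: plate controls were vehicle for no effect and reference inhibitor for full effect; nearly all actives have a fitted effect of over 55% in size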
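Step 1: APE1 (0.75 nM) with compound, 15 min RT. Step 2: add 50 nM fluorophore/quencher THF duplex. Step 3: three fluorescence reads 60 s apart (525/598 nm); read 3 minus read 1 = reaction progress.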
Pol iota inh – blocks human DNA polymerase iota activity. Pol iota fluorescent replication assay, 10 min. Potency, µM (highest dose often 115 µM), inactives show at the top dose activity, negative = inhibition, actives largely listed as inhibitors. 390,000 tested, 1% active. AID 588590
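Fluorescent replication assay read twice, at 0 min and 10 min after adding 50 nM (final) substrate. Enzyme (10 nM) and compounds were first incubated 15 min at room temperature; enzyme-free buffer wells were negative controls.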
G9a block – inhibitors of human histone lysine methyltransferase G9a; AID 504332; Potency, µM (series often up to 102 µM), for the others: at the highest dose activity, negative = inhibition, most hits filed as inhibitors; 350,000 tested, 8.8% active; G9a H3K9 monomethylation, AlphaScreen, 2 h; also: % is scaled to controls: 0 for no effect and ±100 for the full control effect; nearly all actives have a fitted effect of over 75% in size
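Using a bead-based AlphaScreen, monomethylated H3K9 product from 2 h room-temperature reactions (G9a 20 nM, peptide 500 nM, SAM 20 uM) was detected with 0.5 ug/mL rabbit anti-H3K9me1 antibody.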
Pol kappa inh – blocks human DNA polymerase kappa activity. AID 588579. Q9UBT6. 400,000 tested, 0.53% active. purified Pol kappa, fluorescent DNA synthesis assay, 10 min. Potency, µM (doses to about 107 µM), for inactives: at the top dose activity, negative = inhibition, usual class: inhibitors; also: % is scaled to controls: 0 for no effect and ±100 for the full control effect
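Inhibition of 10 nM Pol kappa is measured by a fluorescent read-out at 0 and 10 min following addition of 50 nM substrate (final), with a 15-min room-temperature compound preincubation.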
Pol eta inh – blocks human DNA polymerase eta activity. Q9Y253. recombinant Pol eta, fluorescent DNA replication assay. Potency, µM (top dose mostly 114 µM), inactives show at the highest dose activity change, negative = inhibition, usual class: inhibitors. 390,000 tested, 1.2% active. AID 588591; also: % is scaled to controls: 0 for no effect and ±100 for the full control effect
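Pol eta at 10 nM preincubated with compounds 15 min at room temperature; reaction started with fluorescent substrate (50 nM final) and read kinetically at 0 and 10 min.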
Apoferritin bind – candidate novel general anesthetic via apoferritin binding | Potency, µM (highest dose often 77.5 µM), for inactives: at the top dose activity change, negative = displacement, most hits filed as inhibitors | AID 485281 | P02791 | 350,000 tested, 0.074% active | apoferritin/1-aminoanthracene competitive binding, fluorescence; also: % is scaled to controls: 0 for no effect and ±100 for the full control effect; nearly all actives have a fitted effect of over 20% in size
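Horse-spleen apoferritin (10 uM) in 50% saturated 1-aminoanthracene in PBS was incubated 10 min at room temperature with compound. Fluorescence (ex 380, em 535 nm) was normalized to free and bound 1-AMA, with concentration-response fitted by a four-parameter Hill equation.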
Active calls of the source: *; ? = inconclusive; . = no result given; [ ] = dose if it differs, or a comment. Calls follow the shape of the dose curve; as a rule, active = well fitted curve in the direction sought with a large enough effect; inconclusive = small, poorly fitted or top-dose-only effect, or another doubt; inactive = no such curve, though single readings can be large; an effect the other way counts as inactive or inconclusive. Potency is read from the fitted curve at half-maximal effect. This is a subset; the hit share may differ from the screen's.

#	Compound	Apoferritin bind	APEX1 inh	Pol eta inh	Pol kappa inh	BLM helicase inh	G9a block	Pol beta inh	BAZ2B block	Pol iota inh
1	FC(F)(F)c1cnc(COc2cc(Cl)cc(Cl)c2)c(Cl)c1	31%[activator]	6%	-2%	-14%	-11%	.	16%	59%[activator]	25%
2	CCCn1c(=O)[nH]c(=O)c2c1nc(-c1ccc(OC(F)F)c(OC)c1)n2CCOC	-18%	2%	-1%	-1%	-3%	-48%[59 µM]	10%	-4%	14%
3	O=C(COc1ccc2ccc(=O)oc2c1)Nc1c(Cl)cccc1C(F)(F)F	-7%	?	-18%	-7%	-7%	0%	?	-12%	11%
4	Cc1ccccc1C(=O)c1cccn1CC(=O)O	-10%	16%	?	-13%	-5%	?	-12%	-16%	?
5	CCc1ccc(CNC(=O)c2ccc(NC(=O)N3CC(C)Sc4ccccc43)cc2)cc1 (centres undefined)	-13%	.	-16%	-2%	-2%	0%[59 µM]	3%	2%	2%
6	CCCCC(=O)Nc1cc(C)c(NC(=O)c2ccco2)cn1	-15%	4%	-24%	-4%	-2%	.	14%	3%	3%
7	COc1ccc(/C=C/C(=O)OC2CCCN(C)C2)cc1 (centres undefined)	-5%	13%	-28%	-6%[60.1 µM]	-7%	.	35%	-12%	27%
8	COc1cnc(SCc2c(Cl)cccc2Cl)nc1Cl	?	-3%	-22%	-4%	0%	257%[activator]	?	110%[activator]	2%[58.9 µM]
9	Nc1[nH]ncc1-c1ccc(F)cc1	-9%	-1%	2%	-6%[60.1 µM]	-6%	1%	15%	9%	?
10	COc1ccc(N/C(=C(/C(Cl)=C(Cl)Cl)[N+](=O)[O-])n2nnc3ccccc32)cc1OC	185%[activator]	5%	.	.	-8%	14µM*	16%	56µM*	.
11	Cc1c(C(=O)N/N=C/c2ccccc2)sc(=S)n1C	-18%	0%	-20%	7%	0%	1%[12.7 µM]	9%	-24%	-1%
12	C=CCOc1c(Br)cc(/C=C2\SC(=Nc3ccccc3)NC2=O)cc1OC	-13%	22%	-16%	-3%	-10%	19%	1%	-31%	9%
13	S=C(NCc1ccco1)N1CCN(c2ccccn2)CC1	-6%	9%	-3%	-10%	-7%	?	46%	-30%	68%[activator]
14	Brc1ccc(-c2csc(NC3=NCCCCC3)n2)cc1	-9%	-1%	-16%	7%	-2%	16%[59 µM]	1%	0%	28%
15	COc1ccc2c(c1)CN(C)S(=O)(=O)c1ccccc1-2	.	-2%	-16%	6%	.	.	.	.	13%
16	COC(=O)c1c(NC(=O)c2ccc(S(=O)(=O)N3CCOCC3)cc2)sc2c1CCN(C(C)C)C2	4%	12%	3%	6%	64%[activator]	?	-2%	-28%	-20%
17	Cc1ccc(C(=O)C(C)N(C(=O)c2ccc(Cl)cc2Cl)N2C(=O)CCCC2=O)cc1 (centres undefined)	-8%	-1%	-10%	-3%	-2%	-25%	-23%	1%	150%[activator]
18	Cc1noc(C)c1C(=O)N1CCC2(CCN(C(=O)Nc3ccccc3)CC2)CC1	.	2%	.	-7%[60.1 µM]	5%	-13%[12.7 µM]	.	.	.
19	Cc1cc(Cl)ccc1N(CC(=O)NCc1ccc2c(c1)OCO2)S(C)(=O)=O	-9%	0%	3%	1%	-2%	.	29%	-8%	71%[activator]
20	CSC(=NCc1ccco1)NC#N	-5%	0%	-3%	4%	-3%	11%	-11%	-3%	21%
21	CCOc1cc(-c2nc(C)c(C(C)=O)n2O)ccc1OCC(=O)Nc1cccc(C)c1	-24%	12%	-19%	0%	-3%	50µM*	-3%	-16%	187%[activator]
22	COC(=O)c1sc(NC(=O)COc2c(C)cccc2C)nc1C	-5%	-6%	6%	-21%	3%	19%[12.7 µM]	10%	-2%	56%[activator]
23	CC(=O)c1cnc2cc(-c3cccc(Br)c3)nn2c1C	-11%	-1%	-17%	-3%	-7%	-7%[12.7 µM]	21%	1%	33%
24	CCc1ccc(NC(=O)CCc2nnc3ccc(N4CCC5(CC4)OCCO5)nn23)cc1	0%	49%[activator]	-11%	-17%	2%	2%	0%	-11%[57.1 µM]	56%[activator]
25	CN(CCOc1ccccc1)CC(O)COc1ccccc1 (centres undefined)	-3%	-4%	-9%	2%	1%	?	30%	-5%	27%
26	Cc1cccc(NC(=O)CN2CCCN(S(=O)(=O)c3ccc(Br)s3)CC2)c1	3%	-3%	-12%	-9%	-7%	40µM*	3%	-11%	?
27	CC(=O)C1=C(c2ccccc2)NC(=O)NC1c1ccc(O)c(Cl)c1 (centres undefined)	-9%	-9%	-7%	-15%	2%	-2%[59 µM]	12%	-12%	28%
28	Cc1ccccc1NS(=O)(=O)c1cc(C(=O)NCCC2=CCCCC2)ccc1C	-4%	-8%	-8%	-15%	-15%	-4%[59 µM]	-14%	1%[57.1 µM]	?
29	CCc1nnc(NC2=NCCC2)s1	-6%	-2%	-8%	2%	-8%	?	4%	?	18%
30	CCOC(=O)C(C(=O)Nc1ccc(C)cc1)C1CCCCC1 (centres undefined)	-17%	8%	-11%	-11%	0%	20%	9%	2%	-3%
31	Cc1ccc(C(=O)Nc2ccccc2C(=O)N2CC3(C)CC2CC(C)(C)C3)cc1 (centres undefined)	-19%	8%	-6%	-8%	-5%	?	1%	3%	-1%
32	CCC1(CC)C(=O)N(C)C(=O)NC1=NCc1ccccc1	-3%	4%	-7%	-16%	2%	11%[59 µM]	1%	1%	11%
33	N=c1c(C(=O)NCCN2CCOCC2)cc2c(=O)n3ccccc3nc2n1CCCN1CCOCC1	47%[activator]	-6%	8%	-10%	11%	?	13%	?	4%
34	CCN(CC)CCCN=C1N[C@@H](c2cccc(C(F)(F)F)c2)C(C(=O)OC)=C(C)N1CC	.	-9%	-7%	-2%	.	.	.	.	-5%
35	COc1cccc(NC(=O)COc2ccc(N3CC(C(=O)NCC(C)C)CC3=O)cc2)c1 (centres undefined)	1%	11%	-2%	-10%	0%	15%[12.7 µM]	-8%	-5%	?
36	COc1ccc(-c2cc(C(=O)N3CCN(c4ccccn4)CC3)c3ccccc3n2)cc1	-15%	-6%	-21%	-19%	-6%	?	3%	-32%	18%
37	CCOc1ccc(/C=N/NC(=O)c2ccc(Cn3cc(Br)cn3)o2)cc1	-13%	-2%	-20%	-1%	-6%	-49%[59 µM]	-18%	-4%	105%[activator]
38	CCOc1ccc2nc(SCC(=O)c3ccc(C)s3)sc2c1	-5%	?	-12%	-15%	-6%	?	6%	24%	15%
39	Cc1cc(N)n2ncc(-c3ccc(F)cc3)c2n1	-8%	-1%	-16%	-7%	-5%	26%[12.7 µM]	-3%	-4%	18%
40	CCC(C)(C)C1CCC2(CC1)NC(=O)N(CC(=O)N(C)CCOc1ccc(Cl)cc1)C2=O (centres undefined)	.	11%	-18%	-16%	.	2%	.	-5%	24%
41	Cc1csc2nc(SCC(=O)Nc3ccccc3F)[nH]c(=O)c12	-7%	-4%	-11%	9%	-5%	.	18%	-21%	11%
42	O=C(c1ccc(Cl)c(S(=O)(=O)N2CCCCCC2)c1)N1CCN(CCO)CC1	-10%	?	-16%	7%	-2%	1%[59 µM]	5%	3%	-2%
43	O=c1[nH]c2ccccc2nc1Cc1ccc(Cl)cc1	9%	48%[activator]	-17%	-1%	-6%	21%	13%	1%	130%[activator]
44	COc1cccc2c1cc1c(=O)n(CC(=O)NCCCc3ccccc3)nc(C)n12	-5%	22%	-15%	0%	-1%	-5%	15%	-22%	25%
45	O=C1NN(c2ccccc2)C(=O)/C1=C/c1coc2ccccc2c1=O	-15%	5%	?	?	-10%	?	-21%	-24%	?
46	COc1ccc(CN2CCN(C(=O)c3ccc4nc(N5CCOCC5)sc4c3)CC2)c(OC)c1OC	-7%	0%	-17%	-11%	-10%	1%	39%	2%	99%[activator]
47	COc1ccc(NS(=O)(=O)c2ccc3c(c2)Cc2ccccc2-3)cn1	?	-7%	-14%	-13%	-11%	-11%[59 µM]	-21%	-37%	5%
48	COC(=O)COc1ccsc1C(=O)OC	-8%	7%	-8%	-5%	-1%	-7%[12.7 µM]	33%	11%	15%
49	CCn1cc(C(=O)NC2CCC(C)CC2)c(=O)c2cc(S(=O)(=O)N3CCCCC3)ccc21 (centres undefined)	?	-8%	.	.	-9%	-24%	-4%	-9%	.
50	O=C(NCc1ccco1)c1ccc2ccccc2c1	-5%	-1%	6%	0%	-2%	-44%[59 µM]	23%	-38%	1%
51	O=S(=O)(c1cccc(C(F)(F)F)c1)N1CCC(c2nc3ccccc3[nH]2)CC1	3%	47%[activator]	-7%	0%	-4%	14%	6%	-14%	7%
52	Cc1ccc2cc(CN(Cc3ccccc3)Cc3nnnn3C3CCCC3)c(=O)[nH]c2c1	1%	0%	-11%	-5%	-5%	-7%[12.7 µM]	1%	4%	6%
53	Cc1cnc(CNc2ccnc(-c3cccnc3)n2)cn1	.	-1%	.	3%[60.1 µM]	0%	-1%[0.501 µM]	.	.	.
54	CNC(=S)N/N=C/c1cc(C)n(-c2ccc(Cl)c(Cl)c2)c1C	-11%	2%	-8%	-11%	-4%	45µM*	-3%	35µM*	7%
55	CNc1c(NS(=O)(=O)c2ccc(C3CCCCC3)cc2)c(=O)oc2ccccc12	1%	6%	-10%	4%	-2%	5%	17%	2%	3%
56	CCn1c(=S)[nH]c2cc(C(=O)OC)ccc2c1=O	-10%	1%	-1%	-16%	-4%	?	4%	-23%	10%

Retrieved one by one from the list above:
#	Compound	Apoferritin bind	APEX1 inh	Pol eta inh	Pol kappa inh	BLM helicase inh	G9a block	Pol beta inh	BAZ2B block	Pol iota inh
49	CCn1cc(C(=O)NC2CCC(C)CC2)c(=O)c2cc(S(=O)(=O)N3CCCCC3)ccc21 (centres undefined)	?	-8%	.	.	-9%	-24%	-4%	-9%	.
50	O=C(NCc1ccco1)c1ccc2ccccc2c1	-5%	-1%	6%	0%	-2%	-44%[59 µM]	23%	-38%	1%
56	CCn1c(=S)[nH]c2cc(C(=O)OC)ccc2c1=O	-10%	1%	-1%	-16%	-4%	?	4%	-23%	10%
